Source: PubChem
IMPase cell inh: qHTS Assay for Identifying the Cell-Membrane Permeable IMPase Inhibitors | CHO-M1 cells, IP1 accumulation, HTRF TR-FRET ratio | inhibition (IP1 accumulation), % at 46.1 µM | 120,000 tested, under 10 active | AID 901, 2007; active = well fitted curve in the direction sought with a large enough effect in the signal ratio, not every such curve was filed as active; inconclusive = small, poorly fitted or top-dose-only effect, or a change in a side signal; inactive = no such curve, though single readings can be large or run the other way; the % refers to the signal ratio;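 also: cells stimulated with carbachol in lithium chloride buffer; plate controls were DMSO basal wells for no effect and reference inhibitor wells for full effect; higher means more IMPase inhibition seen as more IP1 and lower FRET ratio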
Target sequence (P97697 whole entry, looked up): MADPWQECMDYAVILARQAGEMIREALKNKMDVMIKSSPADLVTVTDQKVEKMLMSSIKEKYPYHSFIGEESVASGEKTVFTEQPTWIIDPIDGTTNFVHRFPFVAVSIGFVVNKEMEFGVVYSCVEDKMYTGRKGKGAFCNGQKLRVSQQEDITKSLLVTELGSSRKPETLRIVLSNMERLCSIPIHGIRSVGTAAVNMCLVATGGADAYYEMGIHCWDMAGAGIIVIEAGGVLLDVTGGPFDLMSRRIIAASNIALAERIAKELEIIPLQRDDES
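Carbachol-driven Gq signalling in CHO-M1 cells (2000/well) generates IP1. Compounds that block IMPase raise IP1 and so reduce the FRET signal from Eu-anti-IP1 and d2-IP1 after a 10 min room-temperature lysis.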
ALOX15B inhib: qHTS Assay for Inhibitors of 15-hLO-2 (15-human lipoxygenase 2); Polyunsaturated fatty acid lipoxygenase ALOX15B (Homo sapiens), O15296; Potency, µM (series often up to 57.1 µM), for inactives: at the top dose activity change, negative = inhibition, usual class: inhibitors; purified 15hLO-2, xylenol orange hydroperoxide absorbance; AID 881, 2007; actives 0.56% (n = 110,000); also: potency is read from the fitted curve at half-maximal effect; nearly all actives have a fitted effect of over 60% in size; many of its hits are not listed in these tables
Target sequence (O15296 whole entry, looked up): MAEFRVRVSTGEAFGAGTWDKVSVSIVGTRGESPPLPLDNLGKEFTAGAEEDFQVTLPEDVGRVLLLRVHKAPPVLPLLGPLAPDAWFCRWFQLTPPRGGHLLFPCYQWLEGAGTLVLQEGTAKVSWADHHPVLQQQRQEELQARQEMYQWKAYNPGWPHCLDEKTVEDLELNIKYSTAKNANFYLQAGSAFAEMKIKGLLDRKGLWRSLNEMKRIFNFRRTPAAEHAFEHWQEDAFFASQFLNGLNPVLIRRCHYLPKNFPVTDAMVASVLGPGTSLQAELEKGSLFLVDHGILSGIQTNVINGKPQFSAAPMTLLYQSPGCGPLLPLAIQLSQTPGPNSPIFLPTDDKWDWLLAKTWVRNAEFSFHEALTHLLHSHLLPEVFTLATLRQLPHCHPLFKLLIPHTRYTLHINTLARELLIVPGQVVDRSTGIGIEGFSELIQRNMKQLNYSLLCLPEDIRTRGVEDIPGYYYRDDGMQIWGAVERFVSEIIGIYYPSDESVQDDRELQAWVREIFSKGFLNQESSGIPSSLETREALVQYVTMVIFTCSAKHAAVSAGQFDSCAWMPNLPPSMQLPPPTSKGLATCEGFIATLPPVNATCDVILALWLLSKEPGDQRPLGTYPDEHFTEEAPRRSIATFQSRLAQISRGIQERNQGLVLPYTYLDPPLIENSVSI
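Enzyme 50 nM, AA 45 uM, 25 mM Hepes pH 7.5 + 0.01% Triton X-100; cpd preinc 15 min RT, rxn 90 min RT; stop/detect with 200 uM XO + 300 uM Fe(II) in 50 mM H2SO4, 30 min; A573/A405.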
PNC assembly inh: High Content Assay for Compounds that inhibit the Assembly of the Perinucleolar Compartment. activity change (PNC), negative = inhibition, % at 10 µM. PC3M PTB-GFP, PNC prevalence imaging, 16 h; hits give low values. actives 3.1% (n = 140,000);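 active = readout at or below -70, meaning at least 70% loss of cells showing the perinucleolar compartment, a nuclear body marking cancer cells; inconclusive = readout between -30 and a set limit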;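 also: plate controls were DMSO wells for no effect and camptothecin positive control wells for full effect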
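Compounds are pinned in duplicate onto adhered PC3M cells stably expressing GFP-tagged PTB and incubated 16 h at 37 C. Cells are then fixed, nuclei stained with Hoechst, and PNC-positive cells counted.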
ALOX12 inhib: qHTS Assay for Inhibitors of 12-hLO (12-human lipoxygenase). actives 0.12% (n = 150,000). AID 1452, 2008. purified 12-hLO, xylenol orange hydroperoxide absorbance. Potency, µM (series often up to 57.1 µM), for the others: at the highest dose activity change, negative = inhibition, hits mostly inhibitors; also: potency is read from the fitted curve at half-maximal effect; nearly all actives have a fitted effect of over 55% in size; many of its hits are not listed in these tables
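Lipoxygenase turnover measured by absorbance at 573 and 405 nm after Fe-XO development. Human 12hLO 150 nM, arachidonate 40 uM, pH 7.0 Hepes buffer with detergent; 15 min compound preincubation, 30 min reaction.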
The depositor's hits bear a star; ? = inconclusive; nt = no result given; [ ] = another dose, or the depositor's remark. Unless noted, calls follow the shape of the dose curve; as a rule, active = well fitted curve in the direction sought with a large enough effect; inconclusive = small, poorly fitted or top-dose-only effect, or another doubt; inactive = no such curve, though single readings can be large; an effect the other way counts as inactive or inconclusive. Unless noted, % is scaled to controls: 0 for no effect and ±100 for the full control effect.

Value order – PNC assembly inh, ALOX12 inhib, IMPase cell inh, ALOX15B inhib
Cn1c(=O)cc(SCC(=O)NCC2CCCO2)c2ccccc21 (stereo not drawn)
  -8, -5%, -11, -2%
CCCC(=O)OCC(=O)Nc1ccc(N=Nc2ccccc2)cc1
  19, -2%, nt, nt
CCOC(=O)c1cc2c(=O)n3ccccc3nc2n(Cc2ccccc2)c1=N
  -3, -2%, 5, -14%
Cc1oc2c(CN3CCCC3)c(O)ccc2c(=O)c1-c1ccc(Br)cc1
  14, -13%, -9, 16%
CCOC(=O)/C(C#N)=C/c1ccc(-c2ccsc2C(=O)OC)o1
  52, 5%, -8, nt
CCOC(=O)CSc1ccc(S(=O)(=O)N2CCC(C)CC2)cc1[N+](=O)[O-]
  ?, -1%, nt, nt
CC(=O)O[C@@H]1C[C@]2(C)[C@H](C[C@@H](O)[C@H]3[C@@]4(C)CC[C@@H](O)[C@@H](C)[C@@H]4CC[C@@]32C)/C1=C(\CCC=C(C)C)C(=O)O
  nt, -4%, 11, -13%
O=C(CSc1nnc(-c2csc3c2CCCC3)o1)Nc1ccccc1
  -28, 0%, 3, 3%
CCn1c2ccccc2c2cc(NC(=O)Cc3ccc(S(=O)(=O)N4CCOCC4)s3)ccc21
  11, -2%, -3, -5%
CC1CCCCC1NC(=O)c1nnc(Cc2ccc(Cl)cc2)o1 (stereo not drawn)
  15, -1%, nt, nt
COc1c(OC(C)=O)ccc(/C=C/c2ccc3cccc(OCc4ccccc4)c3n2)c1[N+](=O)[O-]
  ?, -3%, nt, nt
Cc1[nH][nH]c(=O)c1C(c1ccc(-c2ccc(Cl)c(Cl)c2)o1)c1c(C)[nH][nH]c1=O
  -3, -7%, 0, 22%
O=[N+]([O-])c1ccc(-c2nnc(-c3ccccc3)c(N3CCOCC3)n2)cc1
  ?, 4%, 4, 1%
O=C(O)c1cc2n(n1)C(C(F)(F)F)CC(c1ccccc1)N2 (stereo not drawn)
  -24, -6%, 1, 8%
COCCn1c(-c2ccccc2)nc2ccccc21
  -113*, 5%, nt, nt
Cc1ccccc1-n1c(SCC(=O)c2c(N)n(C)c(=O)n(C)c2=O)nnc1-c1cccnc1
  -6, -3%, nt, nt
COc1ccc(-n2c(Cc3cccn3C)nnc2SCC(=O)N2CCOCC2)cc1
  8, 0%, 7, nt
COc1ccc(OC)c2c(C)cc(N3CCCN(C)CC3)nc12
  -21, 8%, 13, 4%
CC1Cc2ccccc2N1C(=O)CSCC(=O)O (stereo not drawn)
  16, 0%, -2, -9%
CC1(NC(=O)N2CCCCC2)CCS(=O)(=O)C1 (stereo not drawn)
  -23, -1%, -1, -6%
CC(C(=O)NC1CCCc2ccccc21)N1CCN(Cc2ccc3c(c2)OCO3)CC1 (stereo not drawn)
  25, -7%, -1, 43%[activator]
CC(=O)N1CCN(c2ccc(NCc3ccc(F)cc3)cc2)CC1
  ?, ?, 15, 25µM*
O=C(OCc1cc2ccccc2[nH]c1=O)c1ccccn1
  -6, -4%, -4, 6%
CCOC(=O)c1c(NC(=O)CN2C(=O)NC3(CCC(CC)CC3)C2=O)sc(C)c1-c1ccc(C)cc1 (stereo not drawn)
  9, 0%, ?, nt
Cc1nn(C)cc1CNC(=O)c1ccc(F)cc1
  ?, 0%, nt, nt
CCNCC(=O)N1c2ccccc2CCc2ccc(NC(C)=O)cc21
  -105*, 5%, -2, nt
COc1ccc(-n2cnc3c(sc4nccc(N(C)C)c43)c2=O)cc1
  39, 0%, 0, -1%
O=C(Oc1ccc(Cl)c2cccnc12)C12CC3CC(CC(C3)C1)C2
  -12, -1%, -10, nt
O=C(O)CCCC(=O)NCCc1ccncc1
  ?, -2%, 5, 2%
Clc1cccc(CSC2=NCCCN2)c1
  ?, 8%, -1, nt
CC(C)CC[n+]1ccn(C2=C([O-])c3ccccc3C(=O)/C2=N\S(=O)(=O)c2ccccc2)c1
  -22, 0%, 9, -16%
O=C1/C(=C/c2ccccc2)Oc2cc(OC(=O)N3CCOCC3)ccc21
  -18, -3%, nt, nt
CCCSc1nc(=O)n2cccc(C)c2n1
  24, 3%, 1, -1%
COc1ccc(N2CCN(C(=O)c3ccc(C)c(Cl)c3)CC2)cc1
  -29, -8%, 10, -5%
O=C(/C=C/c1ccccc1)N1CCN(c2ccc([N+](=O)[O-])c(N3CCOCC3)c2)CC1
  31, -2%, 6, -29%
COc1ccc(Nc2ncc(C(=O)N3CCN(c4ccccc4OC)CC3)c3ccccc23)cc1
  37, 5%, 5, 15%
Cc1cc(C(=O)O)c(CCCN)s1
  ?, -3%, -3, 2%
N#CC1=C(N)Oc2n[nH]c(-c3cccs3)c2C1C1CCCCC1 (stereo not drawn)
  11, ?, -3, ?
COc1ccc(S(=O)(=O)N(C)CC(=O)N2CCOCC2)cc1Cl
  29, -1%, 0, -2%
CCOc1ccccc1-n1c(SCC(=O)NCc2ccco2)nnc1-c1ccncc1
  18, -1%, 3, -3%
CC(=O)c1c(C)oc2ccc(N(C(=O)C3CCCCC3)S(=O)(=O)c3cc([N+](=O)[O-])ccc3C)cc12
  ?, -1%, -2, nt
CC1Oc2ccccc2N(CC(=O)c2ccccc2)C1=O (stereo not drawn)
  -20, -7%, 9, 3%
COCc1cc(C(C)=O)ccc1OC
  -15, -2%, ?, 1%
Cc1cc(C)n2nc(SCc3nc4ccccc4[nH]3)nc2n1
  ?, 12%, 5, 8%
CN(C)c1ccc(C(=S)N2CCCCCC2)cc1
  ?, 3%, 4, -8%

Fetched by compound from above:
Value order – PNC assembly inh, ALOX12 inhib, IMPase cell inh, ALOX15B inhib
O=C1/C(=C/c2ccccc2)Oc2cc(OC(=O)N3CCOCC3)ccc21
  -18, -3%, nt, nt
COc1ccc(Nc2ncc(C(=O)N3CCN(c4ccccc4OC)CC3)c3ccccc23)cc1
  37, 5%, 5, 15%
CN(C)c1ccc(C(=S)N2CCCCCC2)cc1
  ?, 3%, 4, -8%
O=C(/C=C/c1ccccc1)N1CCN(c2ccc([N+](=O)[O-])c(N3CCOCC3)c2)CC1
  31, -2%, 6, -29%

More records
Value order – PNC assembly inh, ALOX12 inhib, IMPase cell inh, ALOX15B inhib
Cc1cc(O)c(C(C)C)cc1NC(=O)Cn1nc(C)c2ccccc2c1=O
  34, 0%, -16, -9%
CCc1cccc(NC(=O)Cn2c3[n+](c4ccc(C(F)(F)F)cc42)CCCCC3)c1
  2, -2%, nt, nt
CCOC(=O)N1CCN(CC(O)COCc2ccc(Cl)cc2)CC1 (stereo not drawn)
  19, -4%, -2, 12%
Cc1occc1-c1nnc(SCC(=O)NC(C)(C)C)n1C(C)c1ccccc1 (stereo not drawn)
  ?, 5%, -10, 0%
CCN(CC)CCNC(=O)c1ccc(N)cc1
  15, 0%, 3[20.6 µM], -3%
COc1ccc(S(=O)(=O)CCC(=O)NCCc2ccc(S(N)(=O)=O)cc2)cc1
  ?, 2%, -9, -1%
COc1ccc(NC(=O)c2ccccc2F)cc1Cl
  -5, -7%, 0, -5%
O=Cc1ccc(Cl)c(Cl)c1
  nt, -1%, nt, -4%
O=C(O)c1ccc2c(c1)C(=O)N(CCC1=CCCCC1)C2=O
  ?, -2%, 7, -3%
Cc1cccc2cc(CN(CCN3CCOCC3)C(=O)NCc3ccccc3)c(=O)[nH]c12
  3, 3%, -1, 9%
CCCNC(=O)c1[nH]c(C)c(C(=O)OCC)c1C
  -16, 3%, -2, nt
Cc1cccc(C)c1Nc1nnc(SCC(=O)NCc2ccco2)s1
  46, -3%, 6, 2%
O=C(COc1ccc(Cl)cc1)NCc1nnc(SCC(=O)Nc2ccc3c(c2)OCCO3)o1
  ?, 0%, 7, nt
O=S(=O)(c1ccccc1)N1CCC2(CCCN(C(c3ccccc3)c3ccccc3)C2)CC1
  nt, 1%, nt, 2%
CNC(=S)N/N=C/c1c(C)nn(-c2cccc(Cl)c2)c1Cl
  -18, 0%, 18, nt
Cn1c2c(c(=O)n(C)c1=O)C(c1cc3c(cc1Br)OCO3)CC(=O)N2 (stereo not drawn)
  ?, 5%, -2, 2%
CCCC(C(=O)O)N1C(=O)/C(=C2\C(=O)N(C)c3ccccc32)SC1=S (stereo not drawn)
  7, -28%, 3, ?
CC(C)CC(=O)Nc1nc(=S)ss1
  -8, -1%, 4, -23%
CC(=O)N1CN(C2CCS(=O)(=O)C2)Cc2c1sc1c2CCCC1 (stereo not drawn)
  -18, -3%, 3, -13%
Cc1ccc(SCC(=O)Nc2ccc(N3CCN(c4ccccc4)CC3)c(F)c2)cc1
  ?, -1%, -3, -2%
O=C(Nc1nc(=O)c2ccccc2s1)c1ccccc1
  -5, -23%, 5, -19%
Cc1ccc(NS(=O)(=O)c2cc(C(=O)NCCSc3ccc(C)cc3)ccc2C)cc1
  32, -7%, 13, -15%
CC(C)COP(=O)(OCC(C)C)C(O)c1ccccc1F (stereo not drawn)
  30, -13%, 7, -20%
CCOC(=O)C1=NN(C(C)=O)C2(CC(=O)N(c3cc(C)cc(C)c3)C2=O)C1 (stereo not drawn)
  16, 1%, nt, nt
COC(=O)c1cc2oc3ccccc3c2n1CC(=O)Nc1ccccc1OC
  10, 0%, -21, 1%
c1csc(CNc2ncnc3nc[nH]c23)c1
  -1, 4%, -2, nt
O=C(/C=C/c1ccc2c(c1)OCO2)N1CCOCC1
  15, 1%, 2, -3%
O=[N+]([O-])c1nn(-c2ccccc2)n(O)c1=NCc1ccc2c(c1)OCO2
  69, -4%, -4, -16%
O=C(c1ccc2nccnc2c1)N1CCN(Cc2ccc3c(c2)OCO3)CC1
  6, -3%, -13, 2%
Cc1cc(NC(=O)c2cnn3c(C(F)(F)F)cc(-c4ccccc4)nc23)no1
  2, 0%, 9, 3%
CNC(=O)CSc1nnc(-c2cccc(S(=O)(=O)N3CCOCC3)c2)n1-c1ccc(F)cc1
  44, -3%, 7, -4%
CC(OC(=O)c1ccccc1NS(=O)(=O)c1cccc(N)c1)C(=O)N(C)Cc1ccccc1 (stereo not drawn)
  84, 5%, nt, nt
Cc1oc(C(C)(C)C)cc1C(=O)N1CCCC1C(=O)O (stereo not drawn)
  ?, 2%, -4, nt
O=C(c1ccc(Br)o1)N1CCN(c2ccc(F)cc2)CC1
  ?, -1%, 5, -1%
CC1CCN(Cc2nnnn2-c2ccc(Cl)cc2)CC1
  72, 1%, nt, nt
COc1ccc(N=CC2=C(O)CC(c3ccccc3)CC2=O)c(OC)c1 (stereo not drawn)
  38, -4%, nt, nt
Cc1ccc(-n2c(C)cc(C=C3C(=O)CC(C)(C)CC3=O)c2C)cc1
  10, -5%, nt, nt
CCOC(=O)N/N=C(\C)c1ccc(OC(F)F)cc1OC(F)F
  -14, -5%, 0, nt
CCC1=C2CC[C@H]3C(=O)N(CC(=O)OC)C(=O)[C@H]3[C@H]2[C@@]2(C)C(=NCCc3c[nH]c4ccccc34)OC(=O)N2C1=O
  nt, -2%, nt, -1%
CCC(C(=O)OC)n1cnc2c(cnn2-c2ccc(Cl)cc2)c1=O (stereo not drawn)
  ?, -3%, -7, -2%
Cc1ccc(OC(=O)COc2ccccc2)c(-n2nc3ccccc3n2)c1
  28, 2%, 7, 7%
CC(=O)Nc1ccc(S(=O)(=O)c2ccc(N)cc2)cc1
  ?, 1%, -2, -2%
Cc1ccc(SCc2ccc(C(=O)NCc3cccnc3)cc2)cc1
  32, 0%, nt, nt
COc1cccc(-c2cc3nc4c(c(N5CCC6(CC5)OCCO6)n3n2)CCCC4)c1
  ?, -8%, 21, 26%
CN1CCN(c2ccc([N+](=O)[O-])cc2/C=N/NC(=O)c2ccc(F)cc2)CC1
  9, -4%, 8, 14%
COc1cccc(C(=O)COC(=O)C(C)N2C(=O)c3ccccc3C2=O)c1 (stereo not drawn)
  -28, -5%, 6, 7%
